Bioassay records: PubChem BioAssay, several laboratories
human PMI inhibitors: human PMI inhibitors, high substrate, primary screen, biochemical, fluorescence intensity, high mannose 6-phosphate (AID 1220) | Mannose-6-phosphate isomerase (Homo sapiens) | recombinant PMI enzyme, coupled fluorescence intensity; higher % means a stronger effect | inhibition, % at 20 µM, or IC50 in µM where a hit was titrated | actives 0.66% (n = 190,000)
XIAP antagonists: XIAP antagonists, biochemical, IAP family, fluorescence polarization (AID 1018); E3 ubiquitin-protein ligase XIAP (Homo sapiens); XIAP BIR domain, fluorescence polarization peptide displacement; higher % means a stronger effect; displacement, % at 20 µM, or IC50 in µM where a hit was titrated; actives 0.007% (n = 200,000); in the data active = displacement above about 50%; also: a part of the inactive calls stands beside numbers as strong as those of hits
PMI inhibitors: inhibitors of human PMI, primary screen, biochemical, fluorescence intensity, coupled assay (AID 1209); inhibition, % at 20 µM; hits with a dose series show IC50 in µM; Mannose-6-phosphate isomerase (Homo sapiens); purified PMI enzyme, coupled fluorescence intensity; higher % means a stronger effect; actives 0.42% (n = 190,000);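 also: plate controls were DMSO vehicle for no effect and wells lacking substrate for full effect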
M17LAP inhibition: P. falciparum M17LAP inhibitors, primary screen, biochemical, fluorogenic H-Leu-NHMec substrate, 1536-well (AID 1619); recombinant M17LAP, H-Leu-NHMec fluorogenic kinetic assay; higher % means a stronger effect; one-dose inhibition, % at 30 µM; IC50 in µM for titrated hits; Leucine aminopeptidase (Plasmodium falciparum (isolate 3D7)); actives 0.38% (n = 220,000);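 active = compound inhibiting the enzyme by more than half at any dose during confirmatory dose-response retesting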;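 also: plate controls were full reaction with DMSO carrier for no effect and no enzyme background for full effect; strong numbers were not always called active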
Myeloid diff 2: induction of myeloid progenitor differentiation, primary screen, cell-based, flow cytometry, MLPCN library | actives 1% (n = 360,000) | ER-HoxA9 myeloid progenitors, lysozyme-GFP differentiation | calls only at 10 µM;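 active = normalized GFP-positive differentiation at or above the plate's own cutoff, the solvent-only control mean plus 3 SD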;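 also: cells exposed to compound for four days before flow analysis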
LYP inhibition: inhibitors of LYP phosphatase, biochemical, fluorescence intensity, uHTS (AID 1779); recombinant LYP phosphatase, fluorescence intensity; higher % means a stronger effect; one-dose inhibition, % at 11.5 µM; IC50 in µM for titrated hits; actives 0.054% (n = 290,000);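 also: plate controls were vehicle with enzyme for no effect and no enzyme for full effect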
ER stress rescue: rescue of cells from ER stress-induced death, primary screen, 384-well, CSM14.1, thapsigargin, ATP luminescence (AID 1222); CSM14.1 thapsigargin-induced death rescue, ATP luminescence; higher % means a stronger effect; 190,000 tested, under 10 active; one-dose cellular ATP content (survival), % at 20 µM; EC50 in µM for titrated hits;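 active = EC50 below 50 µM in the dose-response confirmation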;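 also: death triggered by thapsigargin at about 15 µM added after 2 h compound pretreatment; cell ATP read after overnight thapsigargin exposure of roughly 18 to 22 hours; normalized against plate controls of thapsigargin alone and 5% DMSO vehicle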
M1AAP inhibition: P. falciparum M1AAP inhibitors, biochemical, fluorogenic H-Leu-NHMec substrate, 1536-well (AID 1445). actives 0.42% (n = 220,000). recombinant M1AAP, H-Leu-NHMec fluorogenic kinetic assay; higher % means a stronger effect. Aminopeptidase N (Plasmodium falciparum (isolate 3D7)). one-dose inhibition, % at 30 µM; IC50 in µM for titrated hits;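 active = primary inhibition above the hit cutoff, then over 50% inhibition at one or more dose response concentrations, cut at about 23% in these data, passing the limit was not always enough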;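 also: plate controls were DMSO full reaction for no effect and no enzyme background for full effect; strong numbers were not always called active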
TNAP activators: human TNAP enzyme activators, primary screen, biochemical, luminescent, no phosphate acceptor, uHTS (AID 1001); purified TNAP, luminescent activation assay, no phosphate acceptor; higher activation fold means a stronger effect; one-dose activation fold at 20 µM; EC50 in µM for titrated hits; actives 0.03% (n = 200,000); in the data active = activation fold from about 3, or a potency from the dose series; inactive = the rest, 99 in 100 with activation fold below about 1.6; also: many of its hits are not listed in these tables
Myeloid diff 2 GFP+ MAC1+ %: also measured in Myeloid diff 2; calls as there; GFP+ MAC1+ double positive, %; measured here: differentiation confirmed by MAC1 staining
Active calls of the source: *; i = inactive; x = not tested or not shown. Rule as the data show it, unless noted: active = inhibition above about 50%; inactive = the rest.

SMILES | human PMI inhibitors | XIAP antagonists | PMI inhibitors | M17LAP inhibition | Myeloid diff 2 | Myeloid diff 2 GFP+ MAC1+ % | LYP inhibition | ER stress rescue | M1AAP inhibition | TNAP activators
Cc1nnc(C)n1/N=C/c1cc2ccccc2nc1Cl | 2.6% | -4.6% | 4.0% | -0.4% | i | 1.0 | -5.0% | -1.6% | 1.6% | 1.1
CCN(CC(=O)Nc1ccccc1Br)C1CCCCC1 | -5.8% | -4.0% | -5.8% | 0.3% | i | 0.9 | 2.8% | -8.4% | 1.0% | 1.1
Fc1ccccc1CSc1nnc(-c2cccs2)o1 | 5.7% | -3.5% | -9.3% | -25.0% | i | 2.2 | -1.0% | -2.2% | 1.5% | 1.1
Cc1n[nH]c(C)c1S(=O)(=O)N(CC(=O)N1CCc2ccccc21)c1ccc(C(C)C)cc1 | 8.4% | -3.6% | 0.0% | 4.6% | i | 5.3 | -1.2% | 0.0% | 15.9% | 1.1
CCn1ccc(C(=O)Nc2ccc(Cl)cn2)n1 | 2.1% | -2.0% | 2.1% | -4.4% | i | 1.1 | 0.8% | -0.5% | -1.1% | 1.1
Cc1cc(NC(=O)Cn2ccsc2=N)c([N+](=O)[O-])cc1C | -2.3% | -6.5% | -3.0% | 8.4% | i | 0.5 | 1.9% | -0.2% | 7.5% | 0.9
CNC(=S)NCCN1CCOCC1 | 9.1% | -26.1% | 5.6% | -3.5% | i | 0.7 | -0.8% | -2.5% | 5.4% | 1.1
O=C(O)CNS(=O)(=O)c1ccc2c(c1)CCCC2 | 12.0% | -5.9% | -12.9% | -0.7% | i | 0.3 | -4.2% | -1.3% | 0.9% | 1.1
OCCNCC1(O)C2CC3CC(C2)CC1C3 (stereo not drawn) | 1.3% | -2.6% | 0.7% | 6.3% | i | 1.4 | -3.3% | -1.7% | 9.5% | 1.1
O=C(OCC(=O)N1CCCCC1)c1ccccc1SCC(=O)N1CCCCC1 | -4.0% | -8.3% | -7.1% | 42.5% | i | 1.1 | -2.5% | -0.4% | -4.3% | 1.1
N#CCc1c(C#N)c(N)nc(N2CCN(Cc3ccc4c(c3)OCO4)CC2)c1C#N | 10.3% | -3.5% | 9.4% | 0.9% | i | 7.6 | -0.8% | 0.7% | 5.3% | 1.1
COC(=O)Oc1ccc(/C=N/NC(=O)CN(c2ccccc2Cl)S(C)(=O)=O)cc1OC | 0.9% | -4.3% | 2.7% | 2.5% | i | 1.4 | 3.8% | -0.3% | -1.2% | 0.8
Cc1cc(C)c(OCCNC(=O)c2ccccc2Sc2ccccc2C#N)c(C)c1 | 7.4% | -6.6% | 16.0% | -11.8% | i | 0.1 | -1.7% | 0.5% | 0.9% | 1
CC(C)CN(C(=O)c1ccco1)c1nc2ccccc2s1 | -2.1% | -9.8% | -1.1% | -0.8% | i | 1.4 | 1.1% | -1.2% | -6.4% | 1
COc1cccc(C2/C(=C(/O)c3ccccc3)C(=O)C(=O)N2Cc2ccco2)c1 (stereo not drawn) | x | x | x | -5.2% | i | 0.5 | -3.2% | x | 4.7% | x
CCOCCCNC(=O)c1c(N)n(-c2ccc(S(N)(=O)=O)cc2)c2nc3ccccc3nc12 | 10.8% | -2.7% | 16.8% | 13.8% | i | 1.2 | -8.1% | -5.1% | 1.6% | 1.1
Cc1nc(N2CCC(C)CC2)c2c(C)c(C(=O)Nc3ccc(C(F)(F)F)cc3)sc2n1 | 18.9% | -8.2% | 24.2% | 9.0% | i | 0.2 | 3.2% | -1.3% | 6.4% | 1
N#CCNC(=O)c1cccn1-c1ncc(C(F)(F)F)cc1Cl | 3.4% | -1.0% | 3.8% | 12.8% | i | 0.2 | -6.0% | 0.7% | 1.5% | 1.1
CN(C)/C(CN1CCCCC1)=C1\N=C(c2ccccc2)OC1=O | 6.6% | -6.1% | 10.4% | -4.0% | i | 6.6 | -3.3% | 1.2% | 6.9% | 1.1
CN1CCN(C(N)=NC(=O)c2ccccc2)CC1 | 6.8% | -12.5% | 1.5% | 7.0% | i | 1.3 | -2.4% | -0.9% | 3.3% | 1
O=C(CCC1CCCCC1=O)c1ccccc1 (stereo not drawn) | -15.3% | 3.7% | -13.5% | 4.3% | i | 0.5 | -0.2% | -1.6% | 4.7% | 1
CSCCC(NC(=O)c1ccco1)C(=O)O (stereo not drawn) | -7.1% | -4.7% | 0.3% | -0.5% | i | 1.2 | -7.2% | -2.0% | 7.8% | 1.2
S=c1[nH]c2cc(Br)cnc2[nH]1 | x | x | x | -1.6% | i | 1.1 | -6.5% | x | -3.4% | x
O=C(CN(C(=O)CSc1nc2ccccc2o1)c1ccccc1)NC1CCCCC1 | 14.1% | -2.4% | 19.1% | -6.2% | i | 1.2 | 0.2% | -1.9% | 2.5% | 1.1
NNC(=O)CNC(c1ccccc1)c1cc(Br)ccc1NC(=O)c1cccc(Cl)c1 (stereo not drawn) | 9.6% | -3.0% | 10.7% | -3.7% | i | 0.4 | 7.6% | -2.4% | 0.5% | 1

Following part:
SMILES | human PMI inhibitors | XIAP antagonists | PMI inhibitors | M17LAP inhibition | Myeloid diff 2 | Myeloid diff 2 GFP+ MAC1+ % | LYP inhibition | ER stress rescue | M1AAP inhibition | TNAP activators
CN(C)CCN1C(=O)C(=O)/C(=C(/O)c2ccc(OCc3ccccc3)cc2)C1c1ccncc1 (stereo not drawn) | -3.9% | -3.5% | 1.4% | 1.9% | x | x | -10.4% | 1.6% | 0.7% | 1.1
CN(C)/N=C/c1ccc(N2CCOCC2)cc1 | -1.5% | -4.9% | -9.4% | 4.8% | i | 0.3 | -0.4% | x | 4.9% | 1.1
CCOc1cc2[nH]c(=S)n(CCCN3CCCC3=O)c(=O)c2cc1OCC | 3.1% | -5.0% | 7.4% | -1.1% | i | 0.9 | -0.9% | -1.6% | 9.3% | 1.1
CC(=O)NS(=O)(=O)c1ccc2sc(C)nc2c1 | x | x | x | -7.4% | i | 0.5 | -8.6% | x | -5.1% | x
COC(=O)C1=C(C)N=C2SC(C)C(=O)N2C1c1ccc(C(=O)OC)cc1 (stereo not drawn) | -2.8% | -1.5% | -1.3% | 3.7% | i | 0.7 | -6.1% | -0.4% | 0.9% | 1.1
CCCCc1nc2n[nH]c(N)c2c2c1CCC2 | -3.6% | -4.7% | -1.3% | -1.8% | i | 0.7 | -8.3% | 2.2% | 5.4% | 1.2
O=C(Nc1ccc(C(=O)O)cc1)/C(=C/c1cccc(Br)c1)NC(=O)c1ccco1 | 4.9% | -4.2% | 2.5% | 19.3% | i | 1.0 | -5.2% | -0.9% | 7.1% | 1.1
O=C(C1CC1)N1CCc2cc(Br)cc(S(=O)(=O)N3CCN(c4ccccn4)CC3)c21 | 16.7% | -11.5% | 12.3% | 6.0% | i | 0.7 | 1.1% | -1.9% | 3.1% | 1
CCOC(=O)c1nn(-c2ccccc2)c(=O)cc1SC(C)C | 0.2% | -1.5% | 3.8% | -0.2% | i | 6.8 | -7.6% | -2.3% | 0.6% | 1.1
O=c1[nH]c(N2CCc3ccccc32)nc2c1CCCC2 | 8.5% | -3.0% | 11.7% | 7.8% | i | 0.2 | -1.9% | -1.7% | 5.2% | 1.1
Cc1cc(C)n2nc(SC3CCCCN(C(=O)c4ccc(F)cc4)C3=O)nc2n1 (stereo not drawn) | -4.0% | -3.8% | 1.4% | 6.2% | i | 1.8 | -7.3% | -0.7% | 3.9% | 1.1
CCOC(=O)c1c2c([nH]c(=S)c1C#N)CCCC2 | x | x | x | -5.2% | i | 0.5 | 0.1% | x | 4.9% | x
Cc1cccc(-n2c(=O)[nH]c3c(C(N)=O)nc(CC(C)C)nc32)c1 | 6.8% | -0.5% | 3.2% | -6.8% | i | 0.5 | 6.6% | 0.0% | -3.6% | 2.1
Cc1nc(SCC(O)CO)c([N+](=O)[O-])[nH]1 (stereo not drawn) | -3.1% | -3.4% | -3.7% | -12.2% | i | 1.6 | -6.1% | -1.1% | -9.7% | 1
O=C(Cc1ccc(Cl)cc1)Nc1ncccn1 | -3.7% | -0.4% | -2.3% | 17.9% | i | 0.1 | -4.3% | 0.4% | 5.3% | 1.1
Cc1ccc(S(=O)(=O)N2CCN(Cc3ccccc3)CC2)c(C)c1N(C)S(=O)(=O)c1ccccc1 | -7.7% | -17.8% | -3.3% | -11.1% | i | 0.5 | -13.0% | 0.8% | 1.8% | 1
O=C(NC12CC3CC(CC(C3)C1)C2)c1cc([N+](=O)[O-])ccc1N1CCOCC1 | 14.5% | -11.2% | 17.8% | -3.3% | i | 0.2 | -2.6% | 1.9% | 10.1% | 1
Cc1cc2cc(C)c3nnc(SCC(=O)N4CCCc5ccccc54)n3c2cc1C | 14.4% | 0.6% | 12.3% | 3.9% | x | x | 2.4% | 2.8% | 3.2% | 1
CC(C)(C)c1ccc(NC(=O)CNC2CCCc3ccccc32)cc1 (stereo not drawn) | -3.2% | -7.3% | -7.1% | -1.3% | i | 0.1 | -5.3% | -2.7% | 4.0% | 1.1
CCOC(=O)C1=C(C)N=C2SC=C(C)N2C1c1ccc(OC)cc1 (stereo not drawn) | -1.3% | -0.9% | 4.3% | 6.6% | i | 0.3 | -8.6% | -1.3% | 1.4% | 1.1
CC(C)=CCN1CCN(Cc2ccc(C#CC(C)(C)O)cc2)CC1CCO (stereo not drawn) | -3.4% | -1.2% | -2.1% | 8.3% | i | 0.3 | -4.7% | 1.2% | 2.2% | 1
CCOC(=O)c1c(C)[nH]c2cc(Br)c(O)cc12 | 2.1% | -3.9% | 3.6% | 22.0% | i | 0.4 | -1.5% | -1.2% | 2.8% | 1.1
COc1ccccc1CNC(=O)C(NC(=O)c1ccccc1)C(C)C (stereo not drawn) | 2.1% | -4.6% | -0.7% | -3.8% | i | 0.5 | 0.2% | -0.3% | -3.0% | 1.1
COCCCNC(=O)c1cc(C(=O)Cc2ccccc2)c[nH]1 | -8.6% | -2.5% | -5.9% | 9.6% | i | 0.5 | -7.4% | x | -0.7% | 1.1
CC(=O)N1CCc2cc(S(=O)(=O)NCCC(=O)Nc3cccc(C)c3C)ccc21 | 6.0% | 2.5% | 9.6% | 10.2% | i | 1.5 | -6.2% | -1.1% | -8.2% | 1.1
C[N+]1(CCCOC(=O)C2(c3ccccc3)CCCC2)CCOCC1 | 14.1% | -4.1% | 18.9% | 0.1% | i | 1.4 | -9.2% | 1.5% | 12.4% | 1.1
O=C(Nc1ccccc1Cl)c1cccc(NC(=O)C2C3CC4OC(=O)C2C4C3)c1 (stereo not drawn) | -5.1% | -4.1% | -3.5% | 18.6% | i | 0.5 | -4.4% | -0.5% | 12.4% | 1.3
Cc1ccc(N(CC(=O)NCc2ccc(F)cc2)C(=O)c2csnn2)c(C)c1 | -1.6% | -0.1% | 6.4% | -8.6% | i | 0.3 | -5.9% | 0.7% | 4.5% | 1
